# EBNA-1 inh – blocks EBNA-1 binding to DNA; EBNA-1 DNA binding, fluorescence polarization; inhibition, % at 14.8 µM; hit rate 0.34% among 300,000; AID 1950; in the data active means inhibition above about 28%
# Efflux pump mplx – blocks antifungal efflux pumps in multiplex yeast assay. S. cerevisiae Candida pump triplex, Nile Red efflux. inhibition, % at 10 µM. hit rate 0.44% among 330,000. AID 485275;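 active means plate passing quality check with inhibition over a set limit, or well fluorescence over plate mean plus 4 SD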;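 further: Nile Red retained in pooled yeast measured as flow cytometry median fluorescence; 0% = buffer negative control and 100% = Enniatin B positive control; higher means more Nile Red kept so more efflux inhibition; some compounds called inactive have numbers as strong as hits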
# GLD-1 RNA inh – GLD-1-TGE RNA interaction inhibition (C. elegans). Q17339. purified GLD-1 + fluorescein TGE RNA, fluorescence polarization. inhibition, % at 5.96 µM. hit rate 0.44% among 320,000;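 active means percent inhibition above a per-plate cutoff, the plate mean of test compounds plus 3 SD, cut at about 30% in these data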;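 further: 0% = DMSO wells with GLD-1 and probe and 100% = wells lacking GLD-1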
# MCL1 BIM primary – MCL1-BIM-BH3 interaction inhibition (human); hit rate 0.68% among 320,000; inhibition, % at 10.9 µM; GST-MCL1 / FITC-Bim-BH3 fluorescence polarization; Q07820;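 active means inhibition above the mean inhibition of all tested compounds plus 3 SD, set per campaign, cut at about 40% in these data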;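 further: 0% = DMSO wells and 100% = unlabeled Bim-BH3 peptide control; higher means more loss of mP so more displacement of Bim peptide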
# ZTA counter – ZTA (EBV) inhibition in EBNA-1 counter-screen | ZTA-DNA binding, fluorescence polarization | hit rate 0.15% among 320,000 | inhibition, % at 11 µM | AID 2234 | P03206; in the data active means inhibition above about 33%
# Target sequence (P03206 whole entry, looked up): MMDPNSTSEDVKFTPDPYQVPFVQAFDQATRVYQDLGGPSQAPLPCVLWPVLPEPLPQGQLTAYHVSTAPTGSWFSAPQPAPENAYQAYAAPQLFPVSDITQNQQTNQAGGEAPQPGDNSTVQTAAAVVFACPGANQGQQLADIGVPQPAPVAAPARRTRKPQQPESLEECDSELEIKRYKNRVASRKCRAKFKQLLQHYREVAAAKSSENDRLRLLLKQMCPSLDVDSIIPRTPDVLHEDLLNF
# Fam108B inh – Fam108B inhibition, counter-screen for RBBP9 inhibitors; hit rate 0.33% among 300,000; recombinant Fam108B, FP-Rh probe fluorescence polarization; AID 1947; inhibition, % at 9.51 µM;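 active means inhibition above the screen mean inhibition plus 3 SD, computed separately per campaign, cut at about 18% in these data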;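 further: inhibitors lower polarization as less probe binds the enzyme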
# BCLXL inh – Bcl-xL (human) inhibition; hit rate 0.7% among 320,000; inhibition, % at 10.9 µM; GST-Bcl-xL / FITC-Bim BH3 peptide fluorescence polarization; Q07817;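 active means inhibition above the mean of all tested compounds plus 3 SD, cutoff set per campaign, cut at about 30% in these data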;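 further: 0% = DMSO wells and 100% = unlabeled Bim-BH3 peptide competitor; inhibitors lower millipolarization by displacing the labeled peptide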
# Target sequence (Q07817 whole entry, looked up): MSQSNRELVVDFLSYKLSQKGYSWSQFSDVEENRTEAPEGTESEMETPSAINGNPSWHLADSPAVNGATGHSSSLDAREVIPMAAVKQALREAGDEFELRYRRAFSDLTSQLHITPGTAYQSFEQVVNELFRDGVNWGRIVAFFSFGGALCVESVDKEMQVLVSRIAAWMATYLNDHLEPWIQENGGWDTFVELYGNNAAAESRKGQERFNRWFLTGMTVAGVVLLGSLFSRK
# Yeast superoxide – lowers age-related superoxide in aged yeast cells; S. cerevisiae aged cells, superoxide DHE fluorescence; stronger effect = lower value; superoxide response (% of plate mean), % at 10 µM; AID 2690; hit rate 0.18% among 330,000;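 active means superoxide response under a set limit, about three screen SD below normal, cut at about 65% in these data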;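 further: yeast aged for seven days with compound at 30 °C before DHE staining; 100% = average MFI of all compound-treated wells on the plate with controls excluded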
# MEX-5 binding – C. elegans MEX-5 TCR-2 RNA binding activity; Q9XUB2; MEX-5/FITC-TCR2 RNA binding, fluorescence polarization; stronger effect = lower value; activity score (negative = inhibition of binding), % at 10 µM; hit rate 0.38% among 300,000; AID 1832;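 active means inhibition past about -25% in most replicates, and total fluorescence under double the plate's negative control median, limit read from the data; inconclusive means replicates evenly split on the limit, or fluorescence at least double controls; inactive means too little inhibition in most replicates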;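 further: 0% = DMSO and -100% = 5 µM competing unlabeled TCR2 RNA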
# Target sequence (Q9XUB2 whole entry, looked up): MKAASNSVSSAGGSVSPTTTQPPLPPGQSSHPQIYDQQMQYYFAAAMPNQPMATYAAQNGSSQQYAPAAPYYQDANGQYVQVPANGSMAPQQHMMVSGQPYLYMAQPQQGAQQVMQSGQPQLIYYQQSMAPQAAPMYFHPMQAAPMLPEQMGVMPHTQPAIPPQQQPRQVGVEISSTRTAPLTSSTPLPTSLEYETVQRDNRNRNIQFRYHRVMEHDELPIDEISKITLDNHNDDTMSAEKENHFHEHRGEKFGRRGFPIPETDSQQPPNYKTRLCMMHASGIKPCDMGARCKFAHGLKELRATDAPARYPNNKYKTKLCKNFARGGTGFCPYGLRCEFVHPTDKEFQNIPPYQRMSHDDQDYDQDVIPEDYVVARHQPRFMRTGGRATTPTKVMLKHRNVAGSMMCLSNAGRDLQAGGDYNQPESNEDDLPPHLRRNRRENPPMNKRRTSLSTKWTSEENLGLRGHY
# Starred values were filed as active, the others as inactive; ? = inconclusive; · = not tested or not shown. An excerpt; rates above refer to the full screens.
SMILES	MEX-5 binding	Fam108B inh	ZTA counter	GLD-1 RNA inh	BCLXL inh	MCL1 BIM primary	EBNA-1 inh	Yeast superoxide	Efflux pump mplx
O=c1[nH]c(=O)n(Cc2ccco2)c(O)c1C=NCCCn1ccnc1	-0.2	-5	10	9	-5	-4	-3	104	0.1
Cn1cc(C(=O)NCc2ccccc2)c2ccccc21	-2.7	2	-7	-79	-14	-36	-1	75	0.0
CC1CCCCN1Cc1cccnc1 (configuration not stated)	-2.9	-3	5	4	5	6	5	87	-0.2
CCCn1c(C(=O)c2ccccc2OC)nc2ccccc21	4.6	2	-14	-3	1	2	1	84	0.0
CCC(=O)c1cn(Cc2ccc(C#N)cc2)c2ccccc12	-0.9	2	0	2	1	-6	-4	96	0.0
Oc1cc2c(cc1CN1CCN(c3ccccc3F)CC1)OCO2	-1.9	-2	-4	-1	5	-2	5	106	-0.2
CCOc1cccc(CNC2CN3CCC2CC3)c1 (configuration not stated)	-5.2	1	-11	-2	5	2	-7	129	0.4
COC1CCCCC1NCCc1ccccc1 (configuration not stated)	-1.7	5	13	0	3	-1	3	96	0.0
Cc1cc(OC(C)C(=O)NCC2CCC(C(=O)O)CC2)c2c3c(c(=O)oc2c1)CCC3 (configuration not stated)	-1.0	-6	1	-2	2	-10	9	91	-0.1
O=c1[nH]c(=O)n(C2CCCCC2)c(O)c1C=NCCCn1ccnc1	-0.1	0	-2	-9	-3	-12	-4	104	0.0
COc1ccc2c(C)c(CC(=O)N3C[C@H]4C[C@@H](C3)c3cccc(=O)n3C4)c(=O)oc2c1	0.8	1	-16	3	2	3	12	77	-0.2
CCOC(=O)c1cccc([P+](=O)O)c1	-0.9	1	0	5	3	-3	3	101	0.0
COc1cc(CC2(CCc3ccncc3)C(=O)N(C)C(=O)N(C)C2=O)cc(OC)c1OC	0.5	2	-2	2	3	1	0	99	-0.2
CC(C)CCNC(=O)CN1C(=O)CN=C(c2ccccc2)c2ccccc21	4.1	2	-2	6	2	-3	-8	109	0.0
Cc1cc(OCc2ccc([N+](=O)[O-])cc2)c2c3c(c(=O)oc2c1)CCCC3	0.7	0	2	-5	0	4	5	98	0.3
CCCCn1c(O)c(C=NCc2ccc3c(c2)OCO3)c(=O)[nH]c1=O	0.5	3	-3	0	4	6	-3	105	-0.1
COc1ccccc1/C=C1/C(=N/O)C2CCN1CC2	0.1	-3	-2	4	2	4	4	95	0.0
CCN(CC)CCOC(=O)C(O)(c1ccccc1)c1ccccc1	·	0	-7	1	3	-5	7	94	0.1
COC(=O)C1=C(c2ccc(OCc3ccccc3)cc2)C[C@@H]2CC[C@H]1N2C(=O)NC1CCN(Cc2ccccc2)CC1	·	·	13	7	2	0	·	93	0.1
COc1ccc(OCC(=O)N2CCCC(N3CCN(c4ccccc4C)CC3)C2)cc1 (configuration not stated)	0.7	1	-11	-3	2	-2	-3	94	0.1
CCC(C)N1C(=O)/C(=C\c2cnc(N(C)C)nc2)C(=O)NC1=S (configuration not stated)	-0.8	-4	9	-20	-9	-6	3	91	0.1
O=c1[nH]c(=S)[nH]c(O)c1N=Nc1ccc2c(c1)OCCO2	0.9	-7	-2	-24	-2	-10	-7	110	0.1
CCC(=O)C(CCN1CCOCC1)(c1ccccc1)c1ccccc1	3.3	-2	7	1	0	1	-2	95	-0.1
O=c1[nH]c2ccccc2n1C1CCN(CCCC(c2ccc(F)cc2)c2ccc(F)cc2)CC1	0.4	-4	1	9	-1	-3	-4	102	0.1
COC(=O)N(C)c1ccc(C(O)(C(=O)OC)C(F)(F)F)cc1 (configuration not stated)	-0.5	-5	6	-1	2	-5	-9	114	0.2
FC(F)(F)c1ccccc1CCN1CCNCC1	-2.7	6	-12	-10	4	5	5	112	-0.1
Cc1nc2ccc(Br)cc2c(=O)n1-c1ccc([N+](=O)[O-])c(C(F)(F)F)c1	-0.7	0	0	6	-2	-1	2	98	0.0
CCCCCSc1cc(OC)c(CCN(C)C)cc1OC	-0.4	-3	-21	1	7	-4	-7	103	0.0
Cc1cccc(OP(N)(N)=O)c1C	-0.1	1	9	-6	-7	-5	7	107	0.0
N#CCC(=O)NN1Cc2ccccc2C1=N	1.2	5	1	0	75*	2	9	71	-0.1
O=C(Nc1ccccc1)c1c(O)c2c(n(Cc3ccco3)c1=O)CCCC2	2.5	-1	-1	1	6	2	-3	104	0.1
Cc1ccc(S(=O)(=O)Oc2ccccc2C=C2C(=O)N(C)C(=O)N(C)C2=O)cc1	2.6	3	14	2	1	3	4	93	-0.1
CNCC(=O)c1ccccc1	-1.8	-1	8	2	1	-2	-6	86	-0.2
CCC(C)N=Cc1c(O)n(-c2ccccc2)c(=O)[nH]c1=O (configuration not stated)	1.4	2	7	10	1	2	4	88	-0.1
COc1ccccc1N1CCN(Cc2ccc(F)cc2)CC1	0.5	10	0	-3	3	10	11	82	-0.1
COc1cc(O)cc2c1C(=O)OC(C)CCCC(=O)CCC/C=C\2 (configuration not stated)	1.8	5	5	-6	2	6	-4	99	0.0
Cc1cccc(N2C(=O)CC(=O)NC2=O)c1	0.9	-5	10	-11	-1	-6	-5	108	0.3
CC(O)(CS(=O)(=O)c1ccccc1)C(=O)Nc1cccc(C(F)(F)F)c1 (configuration not stated)	-1.2	-5	3	-1	0	4	2	95	0.0
CSc1ccc(CNC2CN3CCC2CC3)cc1 (configuration not stated)	0.7	-2	-22	5	1	-2	6	92	-0.1
Cc1nc2ccc(Cl)cc2c(=O)n1-c1cccc(Cl)c1	2.3	2	-3	9	-1	0	4	100	0.1
Cc1ccccc1N1C(=O)/C(=C/c2ccco2)C(=O)NC1=S	-2.0	77*	69*	6	97*	98*	110*	98	0.0
Cc1ccc(S(=O)(=O)NP(=O)(Oc2ccccc2)Oc2ccccc2)cc1	-0.1	3	-8	-3	10	-1	-4	108	-0.1
O=C(O)C1C2CCC(O2)C1C(=O)Nc1ccc(Cl)cc1 (configuration not stated)	-0.5	2	7	-2	2	-4	-2	100	-0.1
CCN(CC)c1ccc(C=C2C(=O)N(C)C(=S)N(C)C2=O)o1	4.5	-16	0	-86	-59	-121	-9	114	-0.2
CCCCn1c(N)c(C(=O)OCCOC)c2nc3ccccc3nc21	-0.8	-1	7	-1	4	4	8	85	-0.1
COC(=O)C1=C(c2ccc3ccccc3c2)C[C@@H]2CC[C@H]1N2C(=O)NCCO	·	·	6	3	1	-8	·	106	0.0
CN1CCN(Cc2ccc3ccccc3c2)CC1	0.5	-2	-9	-7	4	2	1	100	0.0
CN1C(=O)C(Cc2nc3ccccc3c(=O)n2-c2ccccc2)c2ccccc21 (configuration not stated)	-0.6	0	-27	5	-2	4	-8	94	0.3
O=C(Nc1ccccc1)NC1CC2CCC(C1)N2 (configuration not stated)	-0.6	0	-3	2	1	8	1	101	0.0
COC(=O)c1c(C)[nH]c(C(=O)C(C)[N+]23CCN(CC2)CC3)c1C (configuration not stated)	1.0	0	2	0	4	6	3	104	0.0
COc1ccc(CCNCc2cccn2C)cc1OC	0.8	-2	-10	0	-4	0	-10	100	0.1
O=C1NC(=O)N(c2ccccc2)C(=O)/C1=C/c1ccc(Sc2ccccc2)o1	1.1	-4	14	-6	8	15	-2	85	-0.1
Cc1ccc(CN2C3CCCC2CC(NC(=O)Nc2cccc(F)c2)C3)cc1 (configuration not stated)	-2.7	-4	5	0	-1	4	-7	92	0.0
CCOC(=O)C(C)(CC)NC(=O)CSP(=S)(OCC)OCC (configuration not stated)	0.2	-3	-15	2	1	4	12	95	-0.2
Cn1cc([N+](=O)[O-])c(C(=O)Nc2ccc3c(C(F)(F)F)cc(=O)oc3c2)n1	-1.1	0	4	3	5	4	6	105	-0.8
O=c1c2ccccc2nc(-c2cccs2)n1-c1ccccc1	0.7	-1	-3	6	6	2	-6	109	0.1
CN(C(=O)c1ccco1)C1(c2ccccc2Cl)CCCCC1=O (configuration not stated)	1.0	0	5	5	2	-2	-2	95	0.1
CCCCCCCC(=O)NC(Oc1ccccc1[N+](=O)[O-])C(Cl)(Cl)Cl (configuration not stated)	0.4	1	10	0	-1	0	-11	94	0.0
O=C(Cc1ccccc1)Oc1ccc([N+](=O)[O-])cc1	-0.5	2	5	5	1	-8	1	106	0.0
COC(=O)C1=C(c2cccc(OCc3ccccc3)c2)C[C@@H]2CC[C@H]1N2C(=O)NCc1ccccc1OC	·	·	0	-2	-1	-3	·	78	0.8

# (next part)
SMILES	MEX-5 binding	Fam108B inh	ZTA counter	GLD-1 RNA inh	BCLXL inh	MCL1 BIM primary	EBNA-1 inh	Yeast superoxide	Efflux pump mplx
CC(C)c1ccc(-n2c(O)c(C=NCCN3CCNCC3)c(=O)[nH]c2=S)cc1	1.9	-5	1	-3	2	14	1	100	-0.1
O=c1c2ccccc2nc(-c2ccccc2)n1-c1ccccc1O	1.7	1	-8	-10	2	1	-21	105	0.3
COc1ccc(OC)c(N2C(=O)NC(=O)C3(Cc4cc(C)ccc4N(C)C3)C2=O)c1 (configuration not stated)	-3.1	2	-5	-8	13	3	3	87	0.0
CN1CCN(Cc2cn3cccnc3n2)CC1	-0.5	4	11	3	4	6	-7	108	0.4
COC(=O)C1=C(c2cccc(OCc3ccccc3)c2)C[C@@H]2CC[C@H]1N2C(=O)NCc1ccc([N+](=O)[O-])cc1	·	·	-14	2	2	4	·	91	-0.2
CCc1ccc(N2C(=O)NC(=O)/C(=C/c3cccn3CCOc3ccc(C)cc3)C2=O)cc1	-13	-4	-3	-3	1	-2	-5	126	0.3
O=C(c1ccccc1)C1NC1c1ccccc1 (configuration not stated)	1.6	-2	-3	-1	-1	-1	0	87	0.0
COc1cccc(N2C(=O)NC(=O)/C(=C/c3ccc([N+](=O)[O-])s3)C2=O)c1	?	9	-16	-4	18	28	2	111	0.0
CC(Cc1ccccc1Sc1ccc(O)cc1)N(C)C (configuration not stated)	-0.4	0	17	-9	5	0	1	102	0.1
Cc1cccc(-n2c(O)c(C=NCCN3CCNCC3)c(=O)[nH]c2=S)c1	0.3	1	-7	8	3	13	2	91	-0.1
CN1CCN(c2ccc(N)cc2Cl)CC1	-1.8	-2	-11	1	8	-1	-5	111	0.2
CCN(CC)CCCN=C(C)c1c(O)n(-c2ccc(C)cc2)c(=O)[nH]c1=O	-2.0	-1	-11	0	9	4	-15	98	0.4
CCOc1ccc(/C=C2/C(=O)NC(=O)N(CCc3ccc(F)cc3)C2=O)cc1	3.7	2	6	-19	-12	16	6	100	-0.1
CCOC(=O)/C(=N\Nc1ccccc1)N1CC1	-0.7	7	-11	1	2	-1	-1	95	-0.1
CCN(CC)c1ccc(N=Cc2c(O)n(CCc3ccc(OC)c(OC)c3)c(=O)[nH]c2=O)cc1	-3.9	13	16	3	3	19	-3	96	0.8
C=CCn1c(O)c(C(CC)=NCCC2=CCCCC2)c(=O)[nH]c1=O	2.7	1	-13	0	6	5	4	95	-0.2
CCN1CCN(C(=O)Cc2coc3ccc4ccccc4c23)CC1	-3.0	2	19	-5	6	6	6	94	0.0
O=C(c1cc(C(=O)NCc2ccc(Cl)cc2)c(=O)n(Cc2ccc(Cl)cc2)c1)c1cc(F)ccc1O	0.3	-25	-10	-8	4	3	18	108	0.1

# Screens: PubChem BioAssay, several laboratories
